From PubChem BioAssay
PLK1 PBD inh = blocks phosphopeptide binding to human PLK1 polo-box domain | actives 2.8% (n = 360,000) | Plk1 PBD binding of FITC phosphopeptide, fluorescence polarization | P53350 | Potency, µM, inactives show max response, negative = inhibition, actives largely listed as inhibitors; also: potency is read from the fitted curve at half-maximal effect; series mostly up to about 57 µM; % is scaled to controls: 0 for no effect and ±100 for the full control effect; nearly all actives have a fitted effect of over 65% in size
WRN inhibitor = inhibitors of human WRN helicase. Q14191. WRN helicase unwinding, fluorescent forked duplex, kinetic. Potency, µM (series often up to 114 µM), for the others: at the highest dose activity change, negative = inhibition, actives largely listed as inhibitors. actives 0.46% (n = 360,000). AID 651768; also: potency is read from the fitted curve at half-maximal effect; % is scaled to controls: 0 for no effect and ±100 for the full control effect; nearly all actives have a fitted effect of over 55% in size
Target sequence (Q14191 whole entry, looked up): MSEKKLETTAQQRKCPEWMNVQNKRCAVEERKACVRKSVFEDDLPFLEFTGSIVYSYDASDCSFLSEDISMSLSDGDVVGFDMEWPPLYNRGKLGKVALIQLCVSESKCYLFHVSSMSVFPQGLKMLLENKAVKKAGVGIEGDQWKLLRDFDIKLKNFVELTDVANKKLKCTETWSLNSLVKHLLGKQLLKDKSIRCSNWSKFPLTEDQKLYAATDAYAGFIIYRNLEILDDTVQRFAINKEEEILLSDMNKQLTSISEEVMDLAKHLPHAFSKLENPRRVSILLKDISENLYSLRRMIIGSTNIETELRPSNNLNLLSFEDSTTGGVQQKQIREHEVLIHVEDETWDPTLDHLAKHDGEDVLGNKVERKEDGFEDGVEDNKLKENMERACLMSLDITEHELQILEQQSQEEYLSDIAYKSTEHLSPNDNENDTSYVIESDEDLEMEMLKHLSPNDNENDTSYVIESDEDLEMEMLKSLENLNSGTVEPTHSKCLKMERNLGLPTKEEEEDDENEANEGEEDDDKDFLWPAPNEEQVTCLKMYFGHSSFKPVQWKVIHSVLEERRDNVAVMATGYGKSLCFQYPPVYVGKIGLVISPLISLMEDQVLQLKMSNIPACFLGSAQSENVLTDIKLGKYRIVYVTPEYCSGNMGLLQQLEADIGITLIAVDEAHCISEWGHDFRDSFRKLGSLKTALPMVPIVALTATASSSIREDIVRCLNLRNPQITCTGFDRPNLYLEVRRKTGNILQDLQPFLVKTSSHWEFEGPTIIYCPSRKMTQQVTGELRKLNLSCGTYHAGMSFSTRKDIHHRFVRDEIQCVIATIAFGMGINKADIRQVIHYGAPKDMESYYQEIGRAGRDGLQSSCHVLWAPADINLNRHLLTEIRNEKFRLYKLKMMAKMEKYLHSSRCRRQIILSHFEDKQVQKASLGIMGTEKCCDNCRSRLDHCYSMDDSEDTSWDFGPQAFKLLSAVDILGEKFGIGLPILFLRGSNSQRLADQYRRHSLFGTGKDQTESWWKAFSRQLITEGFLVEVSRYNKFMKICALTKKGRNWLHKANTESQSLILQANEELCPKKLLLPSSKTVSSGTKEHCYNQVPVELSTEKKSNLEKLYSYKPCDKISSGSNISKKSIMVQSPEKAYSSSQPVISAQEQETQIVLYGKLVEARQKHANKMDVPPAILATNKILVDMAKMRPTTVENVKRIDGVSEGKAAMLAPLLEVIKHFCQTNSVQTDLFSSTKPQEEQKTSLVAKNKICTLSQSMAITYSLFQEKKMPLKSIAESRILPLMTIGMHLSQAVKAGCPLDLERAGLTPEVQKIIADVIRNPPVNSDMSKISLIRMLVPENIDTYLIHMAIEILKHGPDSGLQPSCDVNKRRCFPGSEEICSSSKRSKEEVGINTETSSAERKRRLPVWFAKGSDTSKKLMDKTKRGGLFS
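Screening of the MLSMR collection measured strand separation of a quenched forked DNA duplex (100 nM) by 20 nM WRN with 2 mM ATP, all final. Compounds were preincubated with enzyme 15 min at room temperature.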
PI5P4K alpha inh = PI5P4K alpha (human) kinase inhibition; actives 1.2% (n = 330,000); max response, %; PI5P4Kalpha enzyme, ADP-Glo luminescence, 60 min; active compounds read low; P48426; active = max response of -50% or lower; inconclusive = between -30% and -50%; inactive = -30% or higher; also: value at the top dose of about 77 µM; % is scaled to controls: 0 for no effect and ±100 for the full control effect
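Human PI5P4Kalpha with substrate in 0.038 M HEPES pH 7.4, 0.28 mM EGTA, 0.1% CHAPS, 5% DMSO; reaction started with 5 microM ATP (final), 60 min at room temperature. ADP formed read by ADP-Glo luminescence.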
GLP-1R agonist = agonists of human GLP-1 receptor; P43220; HEK293 GLP-1R CRE-luciferase, luminescence, 4-6 h; cells express a hypersensitive GLP-1R form; Potency, µM (doses to about 45.6 µM), without a hit: top-dose activation, usual class: activators; actives 0.007% (n = 380,000); AID 624172; also: potency is read from the fitted curve at half-maximal effect; % of control where 0% means no effect
D3 antag = D3 dopamine receptor (human) antagonism; P35462; D3R cells, DiscoveRx beta-arrestin luminescence, antagonist mode; active compounds read low; max response, negative = inhibition, %; actives 2.5% (n = 360,000); AID 652054; in the data active = max response below about -50%; inconclusive = no clear call, values can overlap the other calls; also: % is scaled to controls: 0 for no effect and ±100 for the full control effect; mostly tested at two doses, the higher about 12 µM
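Cells expressing the human receptor were seeded at 1500 cells/well, incubated overnight at 37 degrees C in 5% CO2, then exposed to library compounds with dopamine controls for 90 minutes at 37 degrees C before luminescent detection.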
IL-2 act = activators of IL-2. IL-2 activation reporter assay, cell-based qHTS; stimulated with anti-CD3/CD4/CD28 beads; in transgenic mouse T cells. activation, % (series mostly up to about 46 µM). actives 0.065% (n = 360,000). AID 652025; in the data active = activation above about 50%; inconclusive = mostly about 30% to 49%; also: 0% is about no effect
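EGFP and DsRed fluorescence is measured by plate cytometry in unstimulated transgenic mouse T cells exposed to compound for 60 minutes, then stimulated 18 hours at 37 degrees C with anti-CD3/anti-CD4 beads plus anti-CD28.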
D3 ag = agonists of human D3 dopamine receptor. P35462. D3R DiscoveRx beta-arrestin cells, luminescence, 90 min. max activation, %. actives 0.58% (n = 410,000). AID 652048; in the data active = max activation above about 30%; also: 0% is about no effect; mostly tested at two doses, the higher about 12 µM
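Agonist-mode cell screen: cells plated at 1500/well and incubated overnight at 37 °C, then exposed to library compounds for 90 min at 37 °C. Detection reagent was added for 30–60 min at room temperature, and luminescence was read.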
HEK293 tox = cytotoxicity counter-screen for GLP-1 receptor inverse agonists | HEK293 cAMP-luciferase reporter cells, luminescence, 24 h | actives 0.13% (n = 410,000) | Potency, µM (top dose mostly 38.3 µM), for the others: top-dose activity change, negative = inhibition, most hits filed as inhibitors | AID 624418;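 also: loss of luciferase light is scored as toxicity; potency is read from the fitted curve at half-maximal effect; % is scaled to controls: 0 for no effect and ±100 for the full control effect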
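Quantitative HTS format, 1536 wells, 200 cells/uL seeded. Compounds: 23 nL, 24 h, 37 °C. Detection: luciferase reagent, luminescence at 12 min RT; decreased signal taken as cytotoxic.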
GLP1R inv ag = acts as inverse agonist at human GLP-1 receptor. P43220. HEK293 GLP-1R CRE-luciferase, luminescence, 24 h; GLP-1R form is constitutively active. Potency, µM (highest dose often 38.3 µM), for inactives: top-dose activity change, negative = inhibition, hits mostly inhibitors. actives 1.6% (n = 410,000). AID 624417; also: potency is read from the fitted curve at half-maximal effect; % is scaled to controls: 0 for no effect and ±100 for the full control effect; nearly all actives have a fitted effect of over 55% in size
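Luminescence readout: a drop in cAMP-driven luciferase signal flags inverse agonism at a constitutively active GLP-1R stably expressed in HEK293. Compound exposure lasted 24 hr at 37 deg C, 5% CO2.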
* hit, by the source's call; ? = inconclusive; · = not tested or not shown; & = joins results of further samples; [ ] = dose if it differs, or a comment. Unless noted, calls follow the shape of the dose curve; as a rule, active = well fitted curve in the direction sought with a large enough effect; inconclusive = small, poorly fitted or top-dose-only effect, or another doubt; inactive = no such curve, though single readings can be large; an effect the other way counts as inactive or inconclusive.

Short keys: A = PLK1 PBD inh; B = WRN inhibitor; C = PI5P4K alpha inh; D = GLP-1R agonist; E = D3 antag; F = IL-2 act; G = D3 ag; H = HEK293 tox; I = GLP1R inv ag
CC(NC(=O)C1CCC(CNS(=O)(=O)c2ccc3c(c2)C(C)(C)C(=O)N3C)CC1)c1ccccc1 (stereo not drawn)
  A = 2%; B = 4%; C = -5; D = 2%; E = -20; F = -2.1; G = -1; H = -19%; I = 13%

CCOC(=O)CC1(C)OCC(C[N+]2(C)CCCCC2)O1 (stereo not drawn)
  A = -18%; B = 4%; C = -8; D = -1%; E = 4; F = -0.3; G = 0; H = 9%; I = 11%

COC(=O)CC1(c2ccc(OC)cc2)C(=O)c2ccccc2C1=O
  A = -1%; B = 0%; C = 3; D = 11%; E = 3; F = -2.4; G = -7; H = 0%; I = -13%

CN(Cc1cccnc1)Cc1c(C(=O)N2CCc3ccccc3C2)nc2ccc(Cl)cn12
  A = -9%; B = -4%; C = -3; D = -4%; E = -14; F = 0.1; G = -12; H = 4%; I = 7%

O=C(CN1CCN(S(=O)(=O)c2cccs2)CC1)N1CCCCC1
  A = 4%; B = -10%; C = -6; D = 4%; E = 8; F = -0.1; G = 4; H = -13%; I = 18%

CCOC(=O)Cc1csc(NC(=O)CC(C)(C)C)n1
  A = 0%; B = 0%; C = 0; D = 0%; E = 3; F = 0.6; G = 1; H = -2%; I = ?

O=c1c(-c2ccccc2)c(O)c2c(n1-c1ccccc1)CCCC2
  A = -5%; B = -3%; C = -1; D = 10%; E = 14; F = -2.3; G = 5; H = 3%; I = 3%

Cc1[nH]c2ccccc2c1C(c1ccncc1)N1CCN(c2ccccc2F)CC1 (stereo not drawn)
  A = -24%; B = -7%; C = 15; D = -4%; E = 0; F = 0.3; G = -5; H = -14%; I = ?

COCCCNC(=O)C[C@H]1C[C@H](C(=O)N2CCCCC2)[C@@]2(CCc3ccccc3)c3[nH]c4cc(-c5ccco5)ccc4c3CCN2C1=O
  A = -4%; B = -6%; C = -1; D = 11%; E = 0; F = -0.3; G = -4; H = -5%; I = ?

COc1ccc(-c2csc3nc(C)nc(N4CCN(C(C)=O)CC4)c23)cc1OC
  A = 2%; B = 7%; C = -5; D = 15%; E = 7; F = 0.5; G = -3; H = 0%; I = 4%

CCc1noc(C)c1C(=O)Nc1ccc(C)c(S(=O)(=O)N2CCCCCC2)c1
  A = -8%; B = -4%; C = 8; D = 9%; E = 7; F = -5.6; G = 3; H = 18%; I = ?

O=C(CCN1C(=O)c2ccccc2C1=O)NC(=S)Nc1ccccc1
  A = -14%; B = 7%; C = -10; D = -20%; E = 9; F = 0.9; G = 4; H = -1%; I = 3%

CCc1nccn1CCC(=O)NC1CC(C)(C)Cc2c1cnn2-c1ccc(C)cc1 (stereo not drawn)
  A = 5%; B = -11%; C = 6; D = -9%; E = 6; F = -4.4; G = 4; H = -13%; I = -25%

COc1ccc(CNC(=O)c2cc3c(=O)n(C)c4ccccc4c3n2C)cc1
  A = ·; B = ·; C = ·; D = -1%; E = ·; F = ·; G = 5; H = 4%; I = 2%

Cc1ccc(-c2noc(CCC(=O)N3CCCc4ccccc43)n2)cc1
  A = -13%; B = -38%; C = -6; D = 1%; E = 4; F = -4.2; G = -8; H = 14%; I = 0%

O=C(NC(=S)Nc1ccc(Br)cn1)c1cccs1
  A = -4%; B = -9%; C = 10; D = 3%; E = -20; F = 0.4; G = 0; H = ?; I = ?

c1ccc(SCCOCCN2CCOCC2)cc1
  A = -3%; B = -15%; C = 5; D = 2%; E = -7; F = 0.6; G = -20; H = 4%; I = -3%

COc1ccc2[nH]c(C(=O)Nc3ccccc3Cl)cc2c1
  A = -11%; B = -1%; C = 0; D = 3%; E = -4; F = -0.6; G = -5; H = 13%; I = -16%

OCCN(CC(O)COc1ccccc1)CC(O)Cn1ccc2ccccc21 (stereo not drawn)
  A = -3%; B = -7%; C = 0; D = -2%; E = 38; F = -1.6; G = 3; H = 4%; I = ?

CCOc1ccccc1OCC(=O)Nc1ccccc1C(=O)NC1CC1
  A = -5%; B = 2%; C = -5; D = 9%; E = 2; F = -1.8; G = -16; H = -2%; I = ?

CCC(C)NS(=O)(=O)c1cc2c3c(c1)CCC(=O)N3CCC2 (stereo not drawn)
  A = -11%; B = 3%; C = 5; D = 9%; E = 9; F = 0.9; G = 6; H = -1%; I = 0%

O=C(Nc1cccc(F)c1)c1ccc2ncsc2c1
  A = -3%; B = -17%; C = -1; D = 15%; E = -15; F = 0.7; G = -7; H = -1%; I = 3%

CCOC(=O)C1(C)CCCN(C(=O)c2ccc(OC)cc2OC)C1 (stereo not drawn)
  A = -11%; B = 0%; C = 1; D = 3%; E = 12; F = -0.2; G = -2; H = 5%; I = 27%

COc1cccc(NC(=O)COC(=O)c2cc(=O)c3ccccc3o2)c1
  A = -9%; B = 6%; C = -9; D = 0%; E = 6; F = 1.1; G = -7; H = -5%; I = 2%

COc1ccccc1CN(C(=O)CNC(=O)c1ccco1)C(C(=O)NCC1CCCO1)c1ccccc1 (stereo not drawn)
  A = -2%; B = 2%; C = -7; D = 7%; E = 31; F = 0.6; G = 2; H = -9%; I = ?

O=C(CSc1ccc2nnc(-c3cccnc3)n2n1)Nc1ccccc1
  A = -25%; B = 1%; C = -16; D = 6%; E = -9; F = -0.1; G = -2; H = -3%; I = 27%

Cc1ccc(N(CC(=O)NCCSCc2ccco2)S(=O)(=O)c2ccc(C)cc2)cc1
  A = -14%; B = -8%; C = -6; D = 3%; E = 5; F = 0.0; G = -1; H = -7%; I = ?

CCOC(=O)C(O)C1CCc2c([nH]c3ccc(C)cc23)C1=O (stereo not drawn)
  A = -10%; B = -13%; C = 6; D = 13%; E = -15; F = 1.6; G = -7; H = 7%; I = -6%

O=C(COC(=O)c1ccc(Cl)nc1)Nc1cccnc1Cl
  A = -2%; B = -10%; C = -9; D = -1%; E = 2; F = -6.3; G = 5; H = -14%; I = 1%

O=C(CSc1ncnc2sccc12)NCc1ccc2c(c1)OCO2
  A = -5%; B = -6%; C = ?; D = 5%; E = 5; F = -0.5; G = 0; H = -7%; I = 12%

O=C(NC1CC1)C1=C[C@@H](c2ccc(Br)cc2)C[C@@H](OCCCCO)O1
  A = -5%; B = 4%; C = -3; D = 10%; E = -10; F = -0.3; G = -17; H = ?; I = -18%

Cc1cc(C)cc(NC(=O)CSCc2cnn(-c3ccccc3)c2-n2cccc2)c1
  A = 1%; B = -5%; C = ·; D = -1%; E = 17; F = -3.3; G = 3; H = -20%; I = 0%

N#Cc1ccc(CSc2nnc(-c3ccccn3)n2-c2ccccc2)cc1
  A = -4%; B = -14%; C = 7; D = 2%; E = -4; F = -0.4; G = -1; H = 13%; I = -6%

O=C(Nc1ccc(NC(=O)C2CC2)nc1)c1ccco1
  A = -29%; B = 1%; C = -9; D = -7%; E = 11; F = 1.0; G = 1; H = -8%; I = 35%[activator]

CC(C)c1cc(Cn2c3ccccc3c(=O)n2C(C)CBr)on1 (stereo not drawn)
  A = -8%; B = -10%; C = -5; D = -5%; E = 0; F = 0.6; G = -8; H = 1%; I = 24%

CCOC(=O)Cc1c(Sc2ccccc2)c2ccccc2n1C
  A = 2%; B = -11%; C = 23; D = -2%; E = 12; F = -2.1; G = 3; H = 77%[activator]; I = ?

COc1ccc(C(=O)NNC(=O)C(=O)Nc2cccc3ccccc23)cc1
  A = -8%; B = 6%; C = 0; D = 1%; E = -10; F = 1.1; G = -4; H = 20%; I = 2%

NC(=O)c1cnccn1
  A = 3%; B = 0%; C = 5; D = 0%&0%; E = 31; F = -0.1; G = 17&-24; H = -4%; I = 7%

Cc1cc(NC(=O)c2ccccc2)n(-c2nc3ccccc3[nH]2)n1
  A = -2%; B = -2%; C = 13; D = 15%; E = 1; F = -0.6; G = 6; H = 1%; I = 8%

CCC(=O)N[C@@H]1CC[C@@H](CCNC(=O)Nc2ccc(F)cc2)O[C@@H]1CO
  A = 3%; B = 1%; C = -1; D = ·; E = -7; F = 2.6; G = 5; H = -4%; I = 13%

O=C(Nc1ccc(Cl)c(S(=O)(=O)N2CCOCC2)c1)c1ccc2c(c1)OCCO2
  A = -1%; B = -13%; C = 2; D = 2%; E = 21; F = -4.1; G = 2; H = -20%; I = -28%

CC[C@]12c3[nH]c4ccccc4c3CCN1C(=O)C(CC(=O)NCCC1=CCCCC1)C[C@@H]2C(=O)N1CCN(C(=O)c2ccco2)CC1 (stereo partly drawn)
  A = -3%; B = -2%; C = 1; D = 9%; E = -10; F = 0.3; G = -17; H = -1%; I = -7%

CCN1C(=O)CC(N2CCC(Cc3ccccc3)CC2)C1=O (stereo not drawn)
  A = -1%; B = 4%; C = 0; D = 0%; E = -4; F = 0.7; G = -1; H = 8%; I = 0%

O=C(CSc1nnnn1-c1ccccc1)c1cc2ccccc2oc1=O
  A = -15%; B = -2%; C = -26; D = -1%; E = 37; F = -0.2; G = 1; H = -7%; I = 9%

CN(C(=O)c1ccccc1OCc1ccc(F)cc1)c1c(N)n(Cc2ccccc2)c(=O)[nH]c1=O
  A = -2%; B = -10%; C = -5; D = -11%; E = 0; F = -5.0; G = -8; H = 1%; I = 2%

CN(C)C(=O)C(OC(=O)c1ccc2c(c1)CCCC2)c1ccccc1 (stereo not drawn)
  A = -1%; B = -1%; C = 10; D = 20%; E = 22; F = -4.6; G = -5; H = 1%; I = ?

Only GLP-1R agonist and IL-2 act, for 4 of the compounds above:
structure	GLP-1R agonist	IL-2 act
CCOC(=O)Cc1c(Sc2ccccc2)c2ccccc2n1C	-2%	-2.1
COc1ccc(C(=O)NNC(=O)C(=O)Nc2cccc3ccccc23)cc1	1%	1.1
NC(=O)c1cnccn1	0%&0%	-0.1
Cc1cc(NC(=O)c2ccccc2)n(-c2nc3ccccc3[nH]2)n1	15%	-0.6
